# HCV inhibitor: HCV inhibition. Potency, µM (series often up to 41.8 µM), without a hit: top-dose activity change, negative = inhibition, most hits filed as inhibitors. hit rate 3.4% among 340,000. Huh7.5.1 HCVcc-Cre infection, luciferase reporter, 44 h; note: potency is the fitted concentration of half-maximal effect
#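 Seed cells (1,000/well) for 4 h; treat with compound and infect with HCVcc-Cre, moi about 0.5. Incubate 44 h, then detect luciferase activity.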
# LmPK inh: blocks Leishmania mexicana pyruvate kinase activity; purified LmPK, Kinase-Glo ATP luminescence, 1 h; Potency, µM (series often up to 57.5 µM), inactives show at the top dose activity change, negative = inhibition, usual class: inhibitors; hit rate 0.37% among 290,000; AID 1721; note: potency is the fitted concentration of half-maximal effect
# Target sequence (Q27686 whole entry, looked up): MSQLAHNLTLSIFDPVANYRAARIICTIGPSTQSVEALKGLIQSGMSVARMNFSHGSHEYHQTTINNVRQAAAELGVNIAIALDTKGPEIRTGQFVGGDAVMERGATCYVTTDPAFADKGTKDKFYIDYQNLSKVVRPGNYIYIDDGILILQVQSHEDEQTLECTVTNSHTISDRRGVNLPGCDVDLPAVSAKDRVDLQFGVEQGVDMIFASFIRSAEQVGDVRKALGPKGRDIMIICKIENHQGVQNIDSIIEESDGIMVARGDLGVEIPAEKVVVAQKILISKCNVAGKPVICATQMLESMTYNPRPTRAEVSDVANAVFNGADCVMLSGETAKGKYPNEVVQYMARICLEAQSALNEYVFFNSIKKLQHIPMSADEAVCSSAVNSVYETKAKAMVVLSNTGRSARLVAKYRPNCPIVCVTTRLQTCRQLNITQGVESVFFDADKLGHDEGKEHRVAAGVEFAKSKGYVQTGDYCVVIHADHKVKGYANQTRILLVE
#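 ATP generated from ADP (0.1 mM) and PEP (0.5 mM) by 0.1 nM LmPK over 1 h at room temperature (pH 7.2 imidazole buffer) was detected by coupled luciferase luminescence. Values were normalized to uninhibited and no-enzyme wells.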
# AMA1-RON2 inh: inhibitors of Plasmodium falciparum AMA1-RON2 interaction | AlphaScreen AMA1-biotinylated RON2 peptide binding | Potency, µM (titrated, usually from 58.2 µM), without a hit: at the highest dose activity change, negative = inhibition, most hits filed as inhibitors | hit rate 0.2% among 360,000;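 note: potency is the fitted concentration of half-maximal effect; 0% = vehicle wells and -100% = peptide control; nearly all actives have a fitted effect of over 45% in size; some results filed as inactive show a strong effect at the top dose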
#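 AMA1 (3D7) with his tag at 25 nM final met compounds first, then biotinylated RON2 peptide at 25 nM; detection used donor plus acceptor beads, 10 µg/mL apiece, read by AlphaScreen after 30 min at room temperature.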
# HCMV antiviral: human cytomegalovirus inhibition. HFF cells, HCMV-luciferase reporter, 72 h; active compounds read low. activity change, negative = inhibition, % at 57.5 µM. hit rate 4.5% among 410,000. AID 1259415; in the data active = activity change below about -60%; inconclusive = no clear call, values can overlap the other calls; inactive = above about -39%
#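 Cell-based, HFFs, 1000 cells/well, 16 h 37C; cpds in DMSO + HCMV-luc, MOI 1 PFU/cell; 72 h 37C; OneGlo luminescence after 5 min RT; norm. to buffer vs Salinomycin 10uM.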
# AmpC no deterg: AmpC beta-lactamase inhibition without detergent; AmpC nitrocefin hydrolysis, absorbance 480 nm, 0.0001% Triton; Potency, µM (top dose mostly 57.1 µM), for inactives: at the highest dose activity change, negative = inhibition, most hits filed as inhibitors; hit rate 0.52% among 330,000;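 note: potency is the fitted concentration of half-maximal effect; plate controls were no compound for no effect and no enzyme for full effect; nearly all actives have a fitted effect of over 20% in size; some results filed as inactive show a strong effect at the top dose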
# Target sequence (P00811 whole entry, looked up): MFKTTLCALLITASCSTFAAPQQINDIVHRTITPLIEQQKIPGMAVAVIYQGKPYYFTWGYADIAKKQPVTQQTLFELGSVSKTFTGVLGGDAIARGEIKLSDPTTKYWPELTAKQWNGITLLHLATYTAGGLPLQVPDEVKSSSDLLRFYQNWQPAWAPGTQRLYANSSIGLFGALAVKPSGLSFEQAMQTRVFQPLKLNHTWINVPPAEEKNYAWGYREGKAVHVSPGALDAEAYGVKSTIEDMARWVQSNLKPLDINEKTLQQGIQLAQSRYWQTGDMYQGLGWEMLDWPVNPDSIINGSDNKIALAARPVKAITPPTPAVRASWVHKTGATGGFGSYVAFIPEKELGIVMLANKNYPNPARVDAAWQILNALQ
#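 20 mM phosphate pH 7.0 + 0.01% (detergent screen) or 0.0001% Triton X-100; 5.3 nM AmpC reagent; cpd preinc 15 min RT; nitrocefin (800 uM stock) to start; A480 q20 s × 4 min; Activity was normalised to no-enzyme and no-compound control wells.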
# Tb PYK inh: blocks Trypanosoma brucei pyruvate kinase; AID 624173; hit rate 0.12% among 410,000; Potency, µM (series often up to 76.8 µM), for inactives: at the highest dose activity, negative = inhibition, hits mostly inhibitors; Q57TT1; TbPYK enzyme, Kinase-Glo Plus ATP luminescence, 45 min; note: potency is the fitted concentration of half-maximal effect; nearly all actives have a fitted effect of over 50% in size
#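 In this concentration-response screen, enzyme-free wells defined baseline while DMSO plates tracked drift. Each reaction combined TbPYK, substrate, compound and 130 uM ADP for 45 min at room temperature. Kinase-Glo Plus luminescence gave the signal.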
# AmpC inh detg: AmpC beta-lactamase inhibition with detergent present. Potency, µM (titrated, usually from 114 µM), without a hit: top-dose activity change, negative = inhibition, most hits filed as inhibitors. hit rate 0.041% among 370,000. AmpC hydrolysis of nitrocefin, absorbance 480 nm, 0.01% Triton. P00811. AID 485294;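 note: potency is the fitted concentration of half-maximal effect; 0% = no-compound wells and -100% = no-enzyme wells; nearly all actives have a fitted effect of over 25% in size; some results filed as inactive show a strong effect at the top dose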
#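 20 mM phosphate pH 7.0 + 0.01% (detergent screen) or 0.0001% Triton X-100; 5.3 nM AmpC reagent; cpd preinc 15 min RT; nitrocefin (800 uM stock) to start; A480 q20 s × 4 min; Activity was normalised to no-enzyme and no-compound control wells.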
# The depositor's hits bear a star; ? = inconclusive; · = no result given; & = joins results of further samples; ! = not active in a repeat; [ ] = remark or other dose. Unless noted, calls come from the whole dose curve; as a rule, active = well fitted curve in the direction sought with a large enough effect; inconclusive = small, poorly fitted or top-dose-only effect, or another doubt; inactive = no such curve, though single readings can be large; an effect the other way counts as inactive or inconclusive. Unless noted, % is set by controls: 0 for no effect and ±100 for the full control effect.
SMILES,HCV inhibitor,LmPK inh,AMA1-RON2 inh,HCMV antiviral,AmpC no deterg,Tb PYK inh,AmpC inh detg
Cc1ccc(CSc2nc3cccnc3n2Cc2ccc(C(=O)NCc3cccs3)cc2)cc1,·,·,·,36,·,-9%,7%
Cc1ccc(C)c(NC(=O)CCOc2ccccc2)c1,10%,2%,-12%,-67*!,-5%,1%&5%,-2%&8%
COc1ccc(OC)c(-c2cc(C(=O)O)c3cc4ccccc4cc3n2)c1,·,·,9%,4,·,1%,·
Cc1cccc(-n2cnc3cc(C(=O)NC4CCCCCC4)ccc32)c1,·,·,·,-30,·,-1%,6%
COc1ccccc1Oc1ccc2c(c1)C(=O)N(c1ccc(C)cc1)C2=O,-4%,4%,-13%,71,-16%,-8%,-7%
COC(=O)c1cc(Br)c(=O)n(-c2ccccc2F)c1,4%,-4%,-19%,10,-14%,-17%,?
CC(=O)Nc1ccc(-c2ccnc3c2CC(C)(C(=O)Nc2cccc(OC(F)(F)F)c2)O3)cc1 (stereo not drawn),·,·,-3%,?,·,6%,·
Brc1ccc(Nc2c3c(nc4ncnn24)CCC3)cc1,?,5%,82%[activator],-30,8%,3%,-4%
CCn1cc(/C=C(\NC(=O)c2ccc(OC)cc2)C(=O)NCCCn2ccnc2)c2ccccc21,·,·,-15%,-4&0,·,-8%&5%,-2%
Cc1ccc(NC(=O)COC(=O)Cc2c(F)cccc2Cl)cc1S(=O)(=O)N1CCOCC1,-3%,·,-4%,-11,-12%,0%,0%
CCCCN(C(=O)c1cc(S(=O)(=O)N2CCCCCC2)ccc1OC)c1ccccc1,?,·,0%,?,66%[activator],-4%,-19%
CC(C)Oc1ccc(C(=O)CCN2CCOCC2)cc1,3%,·,-2%,49,·,-15%,·
O=C(C1CCCC1)N1CCN(S(=O)(=O)c2cccc(Cl)c2Cl)CC1,3%,-4%,18%,11,2%,-6%,-1%
CC1CCN(C(=O)CSc2nc3c(c(=O)n(C)c(=O)n3C)n2C)CC1,9%,5%,0%,1,-10%,-3%,-14%
CCCCNc1ncnc2c1cnn2-c1ccc(C)cc1C,?,0%,0%,69,-3%,1%,?
Cc1ccc(C(=O)Oc2ccc(Cl)c3cccnc23)cc1[N+](=O)[O-],-1%,3%,-19%,-5,-16%,1%,-6%
CC1(C)CCC(=O)N(c2ccc(OC(F)(F)F)cc2)C1=O,15%,1%,-5%,·,11%,1%,-9%
C[C@H](CO)N1C[C@H](C)[C@@H](CN(C)C(=O)Nc2ccc3c(c2)OCO3)Oc2c(NS(=O)(=O)c3ccccc3)cccc2C1=O,11%,·,-4%,14,145%[activator],-11%,·
CC1CCN(c2ccc3c(c2)S(=O)(=O)c2cccc(C(=O)NC[C@@H]4CCCO4)c2C3=O)CC1,?,·,7%,-94*,225%[activator],-1%,·
COc1ccc(NC(=O)COC(=O)Cn2cnc3ccccc3c2=O)cc1OC,9%,3%,?,-7,-6%,-2%,6%

# 5 entries drawn at random from the list so far:
SMILES,HCV inhibitor,LmPK inh,AMA1-RON2 inh,HCMV antiviral,AmpC no deterg,Tb PYK inh,AmpC inh detg
COc1ccc(NC(=O)COC(=O)Cn2cnc3ccccc3c2=O)cc1OC,9%,3%,?,-7,-6%,-2%,6%
CC(C)Oc1ccc(C(=O)CCN2CCOCC2)cc1,3%,·,-2%,49,·,-15%,·
Cc1ccc(C(=O)Oc2ccc(Cl)c3cccnc23)cc1[N+](=O)[O-],-1%,3%,-19%,-5,-16%,1%,-6%
C[C@H](CO)N1C[C@H](C)[C@@H](CN(C)C(=O)Nc2ccc3c(c2)OCO3)Oc2c(NS(=O)(=O)c3ccccc3)cccc2C1=O,11%,·,-4%,14,145%[activator],-11%,·
CCCCN(C(=O)c1cc(S(=O)(=O)N2CCCCCC2)ccc1OC)c1ccccc1,?,·,0%,?,66%[activator],-4%,-19%

# Next section
SMILES,HCV inhibitor,LmPK inh,AMA1-RON2 inh,HCMV antiviral,AmpC no deterg,Tb PYK inh,AmpC inh detg
Cc1[nH]c2ccccc2c1C(=O)COC(=O)c1nccnc1N,-15%,·,-4%,-19,-9%,0%,0%
O=C(CN1C(=O)/C(=C/c2ccccc2F)Oc2ccccc21)N1CCN(c2ccccn2)CC1,-7%,2%,-17%,-20,-15%,3%,-4%
O=C(c1ccccc1)c1ccc(Oc2ccc(C(=O)O)c(C(=O)O)c2)cc1,4%,-4%,-5%,23,-37%,7%,-15%
COc1cc(NC(=O)CC(C)S(=O)(=O)c2ccc3c(c2)NC(=O)CO3)cc(OC)c1OC (stereo not drawn),21%,-1%,10%,26,-8%,1%,-3%
COc1ccc(/C(N)=N/OC(=O)Oc2ccccc2)cc1OC,32%[activator],-10%,-25%,19,-11%,-8%,-10%
Cc1nn(C)c(NC(=O)c2ccccc2Cl)c1Cl,6%,-1%,0%,-32,-7%,-5%,4%
O=C(Nc1ccccc1)c1ccccc1N=Cc1cccc(O)c1,33%[activator],1%,1%,-5,-43%,2%,2%
O=C(Nc1ccncc1)c1cncc(Br)c1,17%,4%,-11%,-32,2%,-1%,-1%
Cc1ccc(N2CC(NC(=O)C3CCCCC3)CC2=O)cc1C (stereo not drawn),·,·,·,11,·,3%,1%
COc1ccc(-c2nc(CSCC(=O)N3CCC4(CC3)OCCO4)c(C)o2)cc1OC,-24%,0%,-22%,-30,83%[activator],0%,-17%
COc1ccc(Cc2c(O)nc(SCC(=O)NC(C)(C)C)[nH]c2=O)cc1,6%,8%,-11%,-3,-2%,2%,-7%
Fc1ccc(CSc2nc3ncc(Br)cc3[nH]2)cc1,2%,8%,-4%,26,-28%,3%,-12%
CCn1nc(C)cc1Nc1ccccc1,13%,7%,-2%,-3,-15%,·,5%
COc1ccc(C2/C(=C(/O)c3ccccc3)C(=O)C(=O)N2CC(C)O)c(OC)c1 (stereo not drawn),14%,-2%,-5%,28,-15%,-8%,-13%
Cc1ccc(CNC(=O)CN2C(=O)CSc3ccc(S(=O)(=O)N4CCCCC4)cc32)cc1,-13%,-2%,-11%,?,-35%,-3%,0%
O=S(=O)(NCc1ccccc1)c1cccc2nsnc12,-2%,3%,0%,9,-22%,-7%,2%
CC(C)NC(=O)CN1CCC(c2ccccc2)C(O)C1 (stereo not drawn),20%,11%,-6%,-19,-3%,2%,-1%
O=C(NNC(=O)c1ccccc1F)c1ccc(S(=O)(=O)N2CCCC2)cc1,9%,·,54%[activator],2,-32%,0%,·
Cc1ccc(Cl)cc1N1CCN(C(=O)Cc2c(C(=O)O)[nH]c3ccccc23)CC1,2%,1%,-6%,35,-12%,4%,-15%
COc1cc(CN/C(C)=C(\C#N)C(N)=O)cc(OC)c1OC,-15%,1%,4%,2,-2%,-4%,-1%
O=C(Nc1ccc(N2CCOCC2)cc1N1CCOCC1)c1ncoc1-c1cccc(F)c1,?,-5%,2%,-10,11%,5%,5%
CC(=O)Nc1ccc(NC(=O)COC(=O)CCc2nc3ccccc3s2)cc1,19%,1%,-9%,43,-13%[11.4 µM],3%,-2%
Fc1ccc(N2CCN(c3ncnc4onc(-c5ccc(Cl)cc5)c34)CC2)cc1,·,·,·,-8,·,0%,10%
CCOc1ncc(S(=O)(=O)N2CCN(CC)CC2)cc1C(=O)O,11%,-7%,-11%,19,-14%,-18%,-1%
Cc1cc(C)c(Cn2c(CCNC(=O)c3ccco3)nc3ccccc32)c(C)c1,·,·,·,-17,·,-2%,-13%
COCCCn1c(=O)c2sccc2n2c(CCCC(=O)Nc3ccc(F)c(F)c3)nnc12,·,·,·,-8,·,2%,-6%
O=C(NCc1ccc(N2CCCC2=O)cc1)c1cc(COc2c(F)cccc2F)on1,·,0%,-1%,41,24%,9%,4%
Cc1ccc(S(=O)(=O)NC(=NCC(=O)O)c2ccc(F)cc2)cc1,15%,-5%,-3%,-11,-16%,1%,-6%
Cc1[nH]c2ccccc2c(=O)c1CN(C)Cc1ccccc1,11%,-4%,8%,36,-16%,0%,?
CC(=O)SCC[N+](C)(C)C,4%,-1%,-1%,26,-12%,4%,-4%
CC(=O)C1C(c2cccc(F)c2)c2c(n[nH]c2C)CC1(C)O (stereo not drawn),6%,5%,2%,-1,-11%,3%,0%
Cc1nnc(Sc2nc3ccccc3o2)c2ccccc12,?,-13%,17%,69,-29%,4%,0%
CN(C)S(=O)(=O)c1ccc(C(=O)NC(=O)CSc2nnnn2C)cc1,10%,·,9%,-16,-26%,3%,·
NC(=O)N/N=C/c1ccc2cccc(OCc3ccccc3)c2n1,-18%,-1%,17%,-5,20%,-7%,2%
COc1ccc(S(=O)(=O)N2CCOCC2)cc1NC(=O)c1c(C)noc1C,·,·,-7%,88,·,-10%,·
Cc1ccc(-n2ncc3c(NCC4CCCO4)ncnc32)c(C)c1 (stereo not drawn),?,0%,0%,68,-12%,3%,-5%
CC(=O)Nc1ccc(S(=O)(=O)NCc2ccc3[nH]c(C)cc3c2)cc1,20%,0%,-4%,3,?,6%,?
O=C(N/C(=C/C=C/c1ccccc1)C(=O)N1CCOCC1)c1ccccc1Br,1%,1%,-5%,62,105%[activator],4%,-5%
Cc1ccc(C)c(OCC(=O)N2CCN(C(=O)c3ccco3)CC2)c1,-2%,-6%,0%,42,-9%,2%,-1%
CC(=O)c1cc2c(cc1NC(=O)c1ccc(C)cc1)OCCO2,-2%,-1%,3%,101,-7%,-1%,?
C/C(=N\NS(=O)(=O)c1ccc(C)c([N+](=O)[O-])c1)c1ccc2c(c1)OCO2,16%,0%,0%,-17,-33%,-23%,3%
C[C@@H]1NC(=O)[C@H](CCC(N)=O)NC(=O)c2cc([N+](=O)[O-])cc(I)c2NCC[C@@H](C(N)=O)NC1=O,6%,0%,9%,·,-13%,-4%,?
O=C(CCC(=O)c1cccs1)Nc1nc2ccccc2s1,-15%,·,-3%,-4,·,-7%,·
NC(=S)N/N=C/c1cccc(O)c1O,?,0%,-65%,-100*,-9%,2%,2%
CC(CCc1ccccc1)OS(N)(=O)=O (stereo not drawn),24%,1%,-1%,-23,-19%,-3%,?
COc1cccc(N2CC(C(=O)Nc3nnc(SCCC4OCCO4)s3)CC2=O)c1 (stereo not drawn),-7%,-4%,7%,56,46%,-8%,?
COc1cc2c(cc1NC(=O)CSc1nnc(COc3ccc(Cl)cc3)n1C)oc1ccccc12,6.3µM*,-3%,7%,39,36%,-14%,4%
Cc1cccc(C)c1NC(=O)CCCn1nc(C)c2c(C)n(-c3ccccc3)nc2c1=O,-22%,2%,-1%,-14,-12%,1%,-1%
CCNc1nc2c(c(=O)n(Cc3ccccc3)c(=O)n2C)n1Cc1ccccc1,2%,3%,-4%,-28,19%,2%,-15%
